HSF1 activator: HSF-1 activators, primary screen, NIH3T3-HGL cells, MG132 stress, luminescence, single point | NIH3T3-HGL HSF-1 luciferase reporter, 8 h; 100% = twice DMSO control signal | activation, % at 9 µM | AID 504408, 2011 | 300,000 compounds, 1.7% hits;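 active = mean replicate activation of at least 50% with a set share of replicates each reaching 50%; inconclusive = only one of those two conditions met; inactive = mean below 50% and too few replicates reaching it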;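 note: 0% = median of the neutral control wells and 100% = twice that signal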
IEC-6 tox: cytotoxicity in IEC-6 intestinal epithelial cells, primary screen, cytotoxicity control for KLF5 inhibitor project, cell-based, luminescence; IEC-6 cytotoxicity, luminescence viability; inhibition, % at 5 µM; 290,000 compounds, 0.78% hits; in the data active = inhibition above about 22%;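 note: 0% = plate median of test compound wells and 100% = cytotoxic reference compound wells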
HSP90 inh: HSP90 inhibitors, primary screen, cell lysate, luminescence. 290,000 compounds, 0.91% hits. inhibition, % at 5.6 µM. Heat shock protein HSP 90 (rabbit reticulocyte lysate; luciferase refolding). AID 1789, 2009. Rabbit reticulocyte lysate, luciferase refolding luminescence, 3 h;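 active = inhibition above the screen-wide mean plus 3 SD, computed separately per campaign, cut at about 16% in these data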;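 note: 0% = DMSO wells and 100% = 60 µM geldanamycin wells; inhibitors lower the luminescence because luciferase stays unfolded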
KLF5 inhibitor: KLF5 expression inhibitors, primary screen, DLD-1 cells, luminescence; AID 1700, 2009; 290,000 compounds, 0.23% hits; inhibition, % at 5 µM; DLD-1 KLF5 promoter-luciferase reporter;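 active = inhibition above a per-plate limit of that plate's mean compound inhibition plus 3 SD, cut at about 60% in these data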;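 note: 0% = DMSO wells and 100% = LY294002 at 200 µM; higher means less KLF5 promoter-driven luciferase light; inactives centre near -14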
aSyn 5UTR inh: MLPCN primary screen, SNCA 5' untranslated region. alpha-synuclein 5'UTR reporter, inhibitor activity. inhibition, % (tested at 7.5 µM). 300,000 compounds, 0.82% hits. AID 1813, 2009; in the data active = inhibition above about 60%; inconclusive = no clear call, values can overlap the other calls;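 note: H4 neuroglioblastoma cells stably carrying SNCA 5'UTR luciferase fusion; 0% = DMSO wells and 100% = positive control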
AI-2 QS modul: Vibrio harveyi AI-2 quorum sensing modulators, primary screen, JMH597 strain, luminescence/OD600 ratio. Vibrio harveyi JMH597 AI-2 luminescence/OD600 ratio, 9 h; active compounds read low; strain lacks LuxN and CqsS sensors; 0 = neutral-control median. activity change, % at 7.5 µM. 300,000 compounds, 0.4% hits. AID 2094, 2009; in the data active = activity change below about -75%, passing the limit was not always enough; inconclusive = no clear call, values can overlap the other calls;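 note: luminescence divided by OD600 gain over 9 h not by final OD600 alone; inactives centre near 13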
SKKanGAS inh: S. pyogenes SKKanGAS growth inhibitors in kanamycin, primary screen, streptokinase expression inhibitor project, SKKanGAS strain, BacTiter-Glo luminescence | 6 h | inhibition, % at 7.5 µM | 300,000 compounds, 1.3% hits | AID 1662, 2009;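 active = mean replicate score, as percent of positive control median, at least 50; inconclusive = mean below 50 but one replicate at or above 50; inactive = mean and every replicate below 50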;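 note: strain carries kanamycin resistance gene driven by streptokinase promoter and grows in 40 µg/ml kanamycin; loss of luminescence reflects streptokinase promoter inhibition or plain growth inhibition; 0% = median of DMSO wells and 100% = positive control at its reference dose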
HIF activator: HIF pathway transcriptional activators, primary screen, cell-based, U2OS HRE-luciferase, luminescence | U2OS HRE-luciferase reporter; normalized: DMSO 0%, desferrioxamine 100% | activation, % at 7.5 µM (by protocol) | 300,000 compounds, 0.32% hits;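 active = mean activation of at least 10% of the iron chelator positive control signal, with at least half of replicates also reaching 10%; inconclusive = mean and replicate majority disagree about reaching 10%; inactive = mean and most replicates under 10%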
HSF1 inhib: HSF1 inhibitors in luciferase reporter cells, primary screen, cell-based, NIH3T3, luminescence | 300,000 compounds, 0.77% hits | NIH3T3-HGL HSE-luciferase, MG132-induced, luminescence 8 h; active compounds read low | activity change, negative = inhibition, % at 7.5 µM (by protocol);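 active = more than half of replicate wells show activity change below -50%, luminescence cut by over half; inconclusive = some wells, but at most half, below -50%; inactive = no replicate well below -50%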;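 note: luciferase reports HSF-1 transcriptional activity via heat shock element; 0% = median of DMSO wells and -100% = zero luminescence signal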
Platelet DG rel: inhibitors of platelet dense granule secretion, primary screen, cell-based, MLPCN, human platelets; human platelet-rich plasma, SFLLRN dense granule ATP release, luminescence; inhibition, %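 (compounds screened at 7.5 µM in platelet-rich plasma)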; 300,000 compounds, 0.22% hits;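 active = mean replicate score, as percent of positive control, at or above 50; inconclusive = mean below 50 but at least one replicate at or above 50; inactive = mean and every replicate below 50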
* = called active by the depositor. This is a random part of the collection, and some 6% of all compounds hit somewhere here.

How did NS(=O)(=O)c1ccc(CNC(=O)c2ccc(NS(=O)(=O)c3ccc4[nH]c(=O)[nH]c4c3)cc2)cc1 do in these assays?
HSF1 activator: -12; aSyn 5UTR inh: 3; AI-2 QS modul: -5; SKKanGAS inh: -16; HIF activator: -1.5; HSF1 inhib: -4; Platelet DG rel: -1

How did COC(=O)c1c(C)[nH]c(C(=O)COC(=O)Cc2ccc3c(c2)OCCO3)c1C do in these assays?
HSF1 activator: 6; IEC-6 tox: 7; HSP90 inh: 5; KLF5 inhibitor: -21; aSyn 5UTR inh: 7; AI-2 QS modul: 9; SKKanGAS inh: 7; HIF activator: 0.2; HSF1 inhib: -6; Platelet DG rel: 0

What do the screens show for `CCCNC(=O)c1ccc(N2CCC3(CC2)CC(c2ccccc2)=NO3)c([N+](=O)[O-])c1`?
HSF1 activator: -8; IEC-6 tox: 6; HSP90 inh: 1; KLF5 inhibitor: -22; aSyn 5UTR inh: -22; AI-2 QS modul: 39; SKKanGAS inh: 12; HIF activator: -4.8; HSF1 inhib: -1; Platelet DG rel: 0

Results for CCOC(=O)N1CCN(S(=O)(=O)c2ccc(OC)c(Cl)c2)CC1 ?
HSF1 activator: 24; IEC-6 tox: -2; HSP90 inh: -1; KLF5 inhibitor: 6; aSyn 5UTR inh: 3; AI-2 QS modul: -9; SKKanGAS inh: -7; HIF activator: 0.0; HSF1 inhib: 0; Platelet DG rel: 0

Results for CCOc1c2ccc(C(=O)NCc3ccc(OC(F)(F)F)cc3)cc2nn1C ?
HSF1 activator: 5; IEC-6 tox: 1; HSP90 inh: 1; KLF5 inhibitor: -43; aSyn 5UTR inh: -5; AI-2 QS modul: -6; SKKanGAS inh: -1; HIF activator: -0.2; HSF1 inhib: 0; Platelet DG rel: -5

How did COCC(C)n1c(COc2ccccc2F)nnc1SCc1c(C)noc1C (centres undefined) do in these assays?
HSF1 activator: 10; IEC-6 tox: -4; HSP90 inh: 6; KLF5 inhibitor: -42; aSyn 5UTR inh: 6; AI-2 QS modul: 5; SKKanGAS inh: 0; HIF activator: -0.1; HSF1 inhib: 11; Platelet DG rel: 9

How did Cc1cc(/C=N/NC(=O)C(O)(c2ccccc2)c2ccccc2)c(C)n1-c1ccc(C(=O)O)cc1 do in these assays?
HSF1 activator: 6; IEC-6 tox: 2; HSP90 inh: 2; KLF5 inhibitor: -4; aSyn 5UTR inh: 8; AI-2 QS modul: 17; SKKanGAS inh: -1; HIF activator: -0.1; HSF1 inhib: 0; Platelet DG rel: -4

Results for CCc1nn(C(CC)C(=O)NCCc2ccc(OC)cc2OC)c(=O)c2cc3occc3n12 (centres undefined) ?
HSF1 activator: 28; IEC-6 tox: 1; HSP90 inh: 1; KLF5 inhibitor: -20; aSyn 5UTR inh: 7; AI-2 QS modul: -30; SKKanGAS inh: 15; HIF activator: -0.7; HSF1 inhib: 12; Platelet DG rel: -7

Results for O=C(CN(C(=O)c1csnn1)c1ccc(Cl)cc1)NCCc1ccccc1 ?
HSF1 activator: 6; IEC-6 tox: -4; HSP90 inh: 0; KLF5 inhibitor: -29; aSyn 5UTR inh: 0; AI-2 QS modul: 6; SKKanGAS inh: 7; HIF activator: 0.0; HSF1 inhib: -3; Platelet DG rel: 0

How did Cc1ccc(-c2nc(S(=O)(=O)c3ccc(C)cc3)c(SCC(=O)NCC3CCCO3)o2)cc1 (centres undefined) do in these assays?
HSF1 activator: 17; IEC-6 tox: -5; HSP90 inh: 0; KLF5 inhibitor: -7; aSyn 5UTR inh: 6; AI-2 QS modul: 23; SKKanGAS inh: 2; HIF activator: 0.5; HSF1 inhib: 13; Platelet DG rel: -14

How did CC(=O)/C(=N/Nc1ccccc1C)N1CCOCC1 do in these assays?
HSF1 activator: -11; IEC-6 tox: -6; HSP90 inh: -1; KLF5 inhibitor: -2; aSyn 5UTR inh: -4; AI-2 QS modul: 18; SKKanGAS inh: 1; HIF activator: -0.3; HSF1 inhib: 0; Platelet DG rel: -3

What do the screens show for `COc1ccc(/C=N/n2cnn(Cc3ccccc3Cl)c2=S)cc1OC`?
HSF1 activator: 7; IEC-6 tox: -3; HSP90 inh: 0; KLF5 inhibitor: -5; aSyn 5UTR inh: 15; AI-2 QS modul: 6; SKKanGAS inh: -3; HIF activator: -0.8; HSF1 inhib: -1; Platelet DG rel: -4

What do the screens show for `CCOC(=O)C(=O)Nc1cc(C)on1`?
HSF1 activator: 2; IEC-6 tox: -4; HSP90 inh: -3; KLF5 inhibitor: -12; aSyn 5UTR inh: -9; AI-2 QS modul: 0; SKKanGAS inh: -3; HIF activator: 0.0; HSF1 inhib: -3; Platelet DG rel: -7

What do the screens show for `O=C(CCNS(=O)(=O)c1ccc(Br)s1)NCc1ccccc1Cl`?
HSF1 activator: 6; IEC-6 tox: -4; HSP90 inh: 3; KLF5 inhibitor: -34; aSyn 5UTR inh: -12; AI-2 QS modul: 32; SKKanGAS inh: -8; HIF activator: -0.2; HSF1 inhib: -2; Platelet DG rel: -1

Results for C/C(=N\OC(=O)c1ccc(C)cc1)c1sc(C)nc1C ?
HSF1 activator: -6; IEC-6 tox: 1; HSP90 inh: -5; KLF5 inhibitor: -12; aSyn 5UTR inh: 12; AI-2 QS modul: 26; SKKanGAS inh: -1; HIF activator: 0.2; HSF1 inhib: 3; Platelet DG rel: 31

How did O=C(NCC(=O)N(c1ccc(Cl)cc1)C(C(=O)NC1CCCC1)c1cccnc1)c1ccco1 (centres undefined) do in these assays?
HSF1 activator: -3; IEC-6 tox: -2; HSP90 inh: 3; KLF5 inhibitor: -15; aSyn 5UTR inh: -10; AI-2 QS modul: 4; SKKanGAS inh: -5; HIF activator: 0.3; HSF1 inhib: -3

How did COc1cc(C(=O)N/N=C/c2ccsc2C)cc(OC)c1OC do in these assays?
HSF1 activator: -24; IEC-6 tox: 89*; HSP90 inh: -2; KLF5 inhibitor: 76*; aSyn 5UTR inh: 92*; AI-2 QS modul: 12; SKKanGAS inh: 0; HIF activator: 0.7; HSF1 inhib: -19; Platelet DG rel: 2

Results for Cc1ccccc1/C=N/n1c(-c2ccccn2)n[nH]c1=S ?
HSF1 activator: 0; IEC-6 tox: -4; HSP90 inh: -2; KLF5 inhibitor: -26; aSyn 5UTR inh: 4; AI-2 QS modul: 25; SKKanGAS inh: -2; HIF activator: -0.5; HSF1 inhib: -5; Platelet DG rel: 0

Results for COCCCn1c(SCC(=O)N2CC(=O)Nc3ccccc32)nnc1-c1ccoc1C ?
HSF1 activator: -15; IEC-6 tox: 0; HSP90 inh: 0; KLF5 inhibitor: 18; aSyn 5UTR inh: 1; AI-2 QS modul: 22; SKKanGAS inh: 3; HIF activator: -0.5; HSF1 inhib: 3; Platelet DG rel: -1

Results for COc1cccc(N=Nc2ccc(O)c3ncccc23)c1 ?
HSF1 activator: 90*; IEC-6 tox: 30*; HSP90 inh: 7; KLF5 inhibitor: 27; aSyn 5UTR inh: 44; AI-2 QS modul: 33; SKKanGAS inh: 79*; HIF activator: 6.7; HSF1 inhib: 53; Platelet DG rel: 18

How did C=CCn1c(=O)/c(=C2/Sc3cc(OC)ccc3N2C)s/c1=C1\C(=O)N(CC)C(=S)N1C do in these assays?
HSF1 activator: 8; IEC-6 tox: 2; HSP90 inh: 0; KLF5 inhibitor: -23; aSyn 5UTR inh: -98; AI-2 QS modul: 25; SKKanGAS inh: 32; HIF activator: 0.4; HSF1 inhib: 0; Platelet DG rel: 4

What do the screens show for `O=C(O)c1ccc(S(=O)(=O)N(Cc2cccs2)CC2CCCO2)cc1` (centres undefined)?
HSF1 activator: 0; IEC-6 tox: 1; HSP90 inh: 1; KLF5 inhibitor: -1; aSyn 5UTR inh: 9; AI-2 QS modul: 27; SKKanGAS inh: -4; HIF activator: -2.4; HSF1 inhib: 12; Platelet DG rel: -2

How did O=C(NCCS(=O)(=O)N1CCN(c2ccccc2F)CC1)c1ccc(Br)o1 do in these assays?
HSF1 activator: 3; IEC-6 tox: -8; HSP90 inh: -3; KLF5 inhibitor: -26; aSyn 5UTR inh: 23; AI-2 QS modul: 22; SKKanGAS inh: 21; HIF activator: -1.0; HSF1 inhib: -2; Platelet DG rel: 3

How did CNC(=S)N1N=C(c2ccc(C)cc2)CC1c1ccc(Br)cc1 (centres undefined) do in these assays?
HSF1 activator: 18; IEC-6 tox: 5; HSP90 inh: 3; KLF5 inhibitor: -19; aSyn 5UTR inh: -39; AI-2 QS modul: 44; SKKanGAS inh: 24; HIF activator: 0.0; HSF1 inhib: 6; Platelet DG rel: -5

How did Cc1ccccc1OC(=O)CCC(=O)OCCCC(F)(F)C(F)(F)F do in these assays?
HSF1 activator: 19; IEC-6 tox: -3; HSP90 inh: 6; KLF5 inhibitor: -25; aSyn 5UTR inh: -11; AI-2 QS modul: 10; SKKanGAS inh: -7; HIF activator: -0.2; HSF1 inhib: -3; Platelet DG rel: -4

How did COc1ccc(CCNC(=O)CSc2nncn2N)cc1OC do in these assays?
HSF1 activator: -6; IEC-6 tox: -3; HSP90 inh: -1; KLF5 inhibitor: 11; aSyn 5UTR inh: 26; AI-2 QS modul: 19; SKKanGAS inh: inconclusive; HSF1 inhib: 3; Platelet DG rel: 1

What do the screens show for `COC(=O)c1nc(NC(C)=O)n[nH]1`?
HSF1 activator: -5; IEC-6 tox: -3; HSP90 inh: -1; KLF5 inhibitor: -3; aSyn 5UTR inh: -1; AI-2 QS modul: 8; SKKanGAS inh: 3; HIF activator: 0.2; HSF1 inhib: -2; Platelet DG rel: 19

Results for Cc1cc(Cl)c(S(=O)(=O)NC(C(=O)O)c2ccccc2)cc1OCC(N)=O (centres undefined) ?
HSF1 activator: -27; IEC-6 tox: -6; HSP90 inh: 2; KLF5 inhibitor: -4; aSyn 5UTR inh: -4; AI-2 QS modul: -1; SKKanGAS inh: 2; HIF activator: -19; HSF1 inhib: -5; Platelet DG rel: -26

What do the screens show for `O=C(N/N=C/c1coc2ccccc2c1=O)c1cn(-c2ccccc2)nc1-c1ccccc1`?
HSF1 activator: 18; IEC-6 tox: 2; HSP90 inh: 2; KLF5 inhibitor: -8; aSyn 5UTR inh: 30; AI-2 QS modul: 7; SKKanGAS inh: -1; HIF activator: -0.4; HSF1 inhib: 2; Platelet DG rel: -1

What do the screens show for `CCn1c(C2CC(=O)N(c3cc(C)cc(C)c3)C2)nc2ccccc21` (centres undefined)?
HSF1 activator: -21; IEC-6 tox: 5; HSP90 inh: -1; KLF5 inhibitor: -9; aSyn 5UTR inh: 12; AI-2 QS modul: 15; SKKanGAS inh: -5; HIF activator: -0.1; HSF1 inhib: -8; Platelet DG rel: -4

Results for CCCc1nnc(NC(=O)CSc2nc3ccccc3[nH]2)s1 ?
HSF1 activator: 15; IEC-6 tox: 1; HSP90 inh: 1; KLF5 inhibitor: -5; aSyn 5UTR inh: -26; AI-2 QS modul: -21; SKKanGAS inh: -8; HIF activator: 0.6; HSF1 inhib: 0; Platelet DG rel: -4

Screening data deposited in PubChem by several laboratories.
